# Bioassay records as filed in PubChem BioAssay.
# Vif-APOBEC3F blk: qHTS for Inhibitors of Vif-A3F Interactions: qHTS. HeLa A3F-eYFP + Vif (tagged APOBEC3F with the HIV-1 protein that degrades it), YFP fluorescence increase. Potency, µM (titrated, usually from 46.1 µM), for inactives: top-dose activity, negative = active. hit rate 0.2% among 390,000. AID 602313, 2012; also: potency is read from the fitted curve at half-maximal effect; % of control where 0% means no effect; nearly all actives have a fitted effect of over 65% in size
#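 HeLa cells stably expressing A3F-eYFP plus Vif, plated and incubated overnight at 37 deg C, then exposed to compounds overnight at 37 deg C. Blocked degradation read as raised yellow fluorescence (Ex 488/Em 500-530).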
# Vif-APOBEC3G blk: qHTS for Inhibitors of Vif-A3G Interactions: qHTS; Potency, µM (highest dose often 46.1 µM), for the others: at the top dose activity, negative = active, actives largely listed as inhibitors; hit rate 0.076% among 410,000; HeLa A3G-eYFP + Vif (tagged APOBEC3G with the HIV-1 protein that degrades it), YFP fluorescence, overnight; DNA dC->dU-editing enzyme APOBEC-3G (Homo sapiens), Q9HC16; AID 602310, 2012;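 also: potency is read from the fitted curve at half-maximal effect; % is scaled to controls: 0 for no effect and ±100 for the full control effect; nearly all actives have a fitted effect of over 60% in size; hits raise eYFP signal because A3G escapes Vif-driven loss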
# Target sequence (Q9HC16 whole entry, looked up): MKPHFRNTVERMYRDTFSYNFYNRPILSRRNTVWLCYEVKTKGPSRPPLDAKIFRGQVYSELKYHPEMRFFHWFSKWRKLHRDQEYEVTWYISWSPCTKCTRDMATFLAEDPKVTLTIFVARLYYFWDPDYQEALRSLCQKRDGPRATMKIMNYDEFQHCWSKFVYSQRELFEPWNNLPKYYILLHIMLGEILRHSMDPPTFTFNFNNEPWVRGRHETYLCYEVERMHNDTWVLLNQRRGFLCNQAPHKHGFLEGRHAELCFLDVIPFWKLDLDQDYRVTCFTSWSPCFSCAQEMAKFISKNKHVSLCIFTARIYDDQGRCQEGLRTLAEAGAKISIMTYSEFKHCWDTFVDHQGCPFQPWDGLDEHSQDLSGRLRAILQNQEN
#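 HeLa cells stably expressing Vif and C-terminally eYFP-tagged A3G, seeded overnight at 37 deg C, then exposed to compound by pintool overnight at 37 deg C. Rise in yellow fluorescence (Ex 488/Em 500-530, Acumen) marks blocked Vif-driven A3G degradation.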
# D2 PAM: HTS Assay for Positive Allosteric Modulators of the Human D2 Dopamine Receptor: Primary Screen for Potentiators; D(2) dopamine receptor (Homo sapiens), P14416; HEK293 T-REx D2, calcium flux, EC20 dopamine potentiation; potentiation, % at 10 µM; hit rate 0.34% among 340,000;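 active = potentiation over 3 SD above the plate norm, cut at about 30% in these data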; also: 0% is about no effect
# Target sequence (P14416 whole entry, looked up): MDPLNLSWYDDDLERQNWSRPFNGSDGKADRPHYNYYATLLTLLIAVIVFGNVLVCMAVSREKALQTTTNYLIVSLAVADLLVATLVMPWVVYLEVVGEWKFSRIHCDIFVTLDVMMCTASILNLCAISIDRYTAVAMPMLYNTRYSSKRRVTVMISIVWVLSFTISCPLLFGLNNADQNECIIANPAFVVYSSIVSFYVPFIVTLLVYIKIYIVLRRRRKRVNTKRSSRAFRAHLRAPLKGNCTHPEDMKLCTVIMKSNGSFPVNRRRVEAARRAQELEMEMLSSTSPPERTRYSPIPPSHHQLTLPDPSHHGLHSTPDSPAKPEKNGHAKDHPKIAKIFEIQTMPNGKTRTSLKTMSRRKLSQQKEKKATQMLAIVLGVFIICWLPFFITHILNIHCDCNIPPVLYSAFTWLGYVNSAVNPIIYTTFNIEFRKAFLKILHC
#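 Using a no-wash calcium dye in inducible, force-coupled HEK293 Trex cells expressing D2, we tracked fluorescence each second for 180 s after compound, then for 180 s after EC20 dopamine to detect augmented signalling.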
# D1 agonist: Allosteric Agonists of the Human D1 Dopamine Receptor: qHTS | D(1A) dopamine receptor (Homo sapiens), P21728 | HEK293 T-REx D1 cells, calcium flux, agonist mode | activation, % at 2 µM | hit rate 1% among 360,000 | AID 504660, 2011; in the data active = activation above about 30%; also: 0% is about no effect
#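 Inducible HEK293 T-REx D1 cells, force-coupled to calcium signalling, were plated at 4000 cells/well with tetracycline and held overnight at 30 C. After no-wash calcium dye loading, compound-evoked calcium rise over 180 s flagged agonists.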
# RXFP1 ag: qHTS Assay for Agonists of the Relaxin Receptor RXFP1 | Relaxin receptor 1 (Homo sapiens), Q9HBX9 | HEK293T-RXFP1 cAMP TR-FRET, 30 min; response scale: percent of porcine relaxin response, buffer zero | Potency, µM (top dose mostly 57.5 µM), for inactives: at the highest dose activation, most hits filed as activators | hit rate 0.3% among 370,000 | AID 2676, 2010; also: potency is read from the fitted curve at half-maximal effect; % is scaled to controls: 0 for no effect and ±100 for the full control effect; nearly all actives have a fitted effect of over 60% in size; many of its hits are not listed in these tables
#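 Agonist response is measured as cAMP accumulation in an RXFP1-transfected HEK293T line under PDE4 inhibition. Values are scaled between buffer-only and 29 nM porcine relaxin, and EC50s come from standard Hill equation fits.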
# D1 PAM: Potentiators of Human D1 Dopamine Receptor: qHTS | HEK293 TREx D1 cells, calcium flux, dopamine EC20 potentiation | potentiation, % at 10 µM | hit rate 0.036% among 360,000; in the data active = potentiation above about 30%; also: 0% is about no effect
# RXFP1 antag: qHTS Assay for Antagonists of the Relaxin Receptor RXFP1; Relaxin receptor 1 (Homo sapiens), Q9HBX9; HEK293-RXFP1, relaxin-stimulated cAMP HTRF, 30 min; active compounds read low; activity change, negative = inhibition, % at 57.5 µM; hit rate 0.59% among 350,000; AID 1259400, 2018;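 active = activity change of -60% or lower, but not beyond a set lower limit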; also: % is scaled to controls: 0 for no effect and ±100 for the full control effect
# D1 antagonist: Antagonist of Human D 1 Dopamine Receptor: qHTS; activity change, negative = inhibition, % at 10 µM; HEK293 TREx D1 cells, calcium flux, dopamine EC80; active compounds read low; D(1A) dopamine receptor (Homo sapiens), P21728; AID 504652, 2011; hit rate 3.2% among 360,000; in the data active = activity change below about -30%; also: % is scaled to controls: 0 for no effect and ±100 for the full control effect
#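 HEK293 T-REx cells expressing inducible, force-coupled D1 receptor; no-wash Ca dye, 30–90 min RT. Cmpd → 180 s read at 1 Hz → EC80 DA → 180 s read.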
# GRP78 ERSR act: qHTS for Inducers of the Endoplasmic Reticulum Stress Response (ERSR) in Human Glioma: qHTS. U87-MG GRP78 promoter luciferase reporter, 16 h. Potency, µM, for inactives: at the top dose activation, usual class: activators. hit rate 0.02% among 420,000; also: potency is read from the fitted curve at half-maximal effect; series mostly up to about 76 µM; % of control where 0% means no effect; nearly all actives have a fitted effect of over 35% in size
#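 Stably transfected U87-MG human glioma cells carrying a GRP78-based luminescent sensor were seeded at 1000 cells/well, pin-dosed with compounds and incubated 16 h. Luciferase reagent was then added, and end-point luminescence was read after 10 min at room temperature.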
# * marks the source's active call; other numbers are inactive results; nt = no result given. Unless noted, calls follow the shape of the dose curve; as a rule, active = well fitted curve in the direction sought with a large enough effect; inconclusive = small, poorly fitted or top-dose-only effect, or another doubt; inactive = no such curve, though single readings can be large; an effect the other way counts as inactive or inconclusive. An excerpt. The share of hits here may be higher or lower than overall.
(1) Cc1cccc(C(=O)NNC(=O)C2CC2)c1
(2) COc1ccc(OC)c(CCNC(=O)CC2Oc3ccccc3NC2=O)c1 (stereo not drawn)
(3) CCCCOc1ccc(C(C)NC(=O)CCS(=O)(=O)Cc2ccc(Cl)cc2)cc1 (stereo not drawn)
(4) O=C(CS(=O)(=O)c1c[nH]c2ccccc12)Nc1ccc2c(c1)OCCO2
(5) COc1cccc(C(=O)NCc2ccccc2OC)c1

Assay by compound	1	2	3	4	5
D1 agonist	2	-1	1	1	1
Vif-APOBEC3F blk	4%	0%	-1%	-6%	3%
D1 PAM	-4	nt	-5	3	-2
RXFP1 antag	-2	nt	-7	-17	1
Vif-APOBEC3G blk	2%	2%	0%	-4%	-3%
GRP78 ERSR act	-4%	0%	1%	3%	-2%
D2 PAM	-3	1	-2	-4	5
D1 antagonist	12	11	3	16	18
RXFP1 ag	-0.9%	3.8%	0.6%	1.4%	0.2%

(6) CCCCNS(=O)(=O)c1ccc(NS(=O)(=O)c2c(C)cc(C)cc2C)cc1
(7) CCOc1cc(S(=O)(=O)N2CCC(Cc3ccccc3)CC2)c(OCC)cc1-n1cnnn1
(8) Cc1ccccc1C1CCCN(Cc2nc(CC3CC3)no2)C1 (stereo not drawn)
(9) COc1cccc(CN(C)CC2CCCN(CCc3ccccc3C)C2)c1 (stereo not drawn)
(10) CC1CC(Nc2cccc(O)c2)=CC(=O)O1 (stereo not drawn)

Assay by compound	6	7	8	9	10
D1 agonist	4	4	4	4	4
Vif-APOBEC3F blk	-3%	1%	-15%	1%	-7%
D1 PAM	14	0	-1	-3	-10
RXFP1 antag	1	-3	-29	3	-15
Vif-APOBEC3G blk	-1%	-1%	6%	0%	-3%
GRP78 ERSR act	-3%	-3%	-3%	-3%	-5%
D2 PAM	-3	-15	4	-11	0
D1 antagonist	-1	0	8	-63*	0
RXFP1 ag	0.5%	-0.7%	14%	0.0%	1.5%

(11) Cc1cc(N=Nc2ccc3ccccc3c2)ccc1O
(12) CC(=O)Nc1ccc(C(=O)CSc2ncn(-c3ccccc3)n2)cc1
(13) CCOc1ccc2[nH]c3c(N4CCN(c5ccccn5)CC4)ncnc3c2c1
(14) COCCn1c(SCC(=O)Nc2ccc3c(c2)OCCO3)nc2ccccc2c1=O
(15) CCCc1ncc(CN2CCC(C(=O)Nc3cccc(-c4cscn4)c3)CC2)cn1

Assay by compound	11	12	13	14	15
D1 agonist	3	2	-1	nt	-1
Vif-APOBEC3F blk	1%	-8%	-2%	-4%	-1%
D1 PAM	0	-7	-6	nt	-1
RXFP1 antag	-6	-10	-6	2	-19
Vif-APOBEC3G blk	-8%	-8%	0%	0%	3%
GRP78 ERSR act	2%	0%	2%	2%	-7%
D2 PAM	3	-9	nt	nt	-9
D1 antagonist	7	2	9	nt	22
RXFP1 ag	6.0%	2.6%	3.3%	nt	-3.3%

(16) O=c1[nH][nH]c(-c2ccccc2)c1C=Nc1ccc(C(F)(F)F)cc1
(17) O=c1[nH]c2c(n(C3CCCCC3)c1=O)CCC2
(18) C=CCn1c(SCC(=O)NC(C)(C)C)nnc1-c1ccccc1O
(19) CC(=O)Nc1nonc1-c1nnc(SCC(=O)N(C)c2ccccc2)n1C
(20) COc1cc2c(cc1N)-c1ccc(N)cc1C2

Assay by compound	16	17	18	19	20
D1 agonist	2	0	2	-2	nt
Vif-APOBEC3F blk	-4%	9%	-5%	-5%	8%
D1 PAM	-2	-4	0	0	nt
RXFP1 antag	6	-3	33	0	-19
Vif-APOBEC3G blk	-5%	-3%	0%	3%	1%
GRP78 ERSR act	1%	-5%	-3%	-3%	2%
D2 PAM	1	4	1	14	nt
D1 antagonist	-9	-10	-10	4	nt
RXFP1 ag	0.9%	-0.3%	1.3%	0.5%	nt

(21) COC(=O)c1ccc(/C(O)=C(\C#N)c2nc3ccccc3s2)cc1
(22) CCN(CC)C(=O)c1ccc(S(=O)(=O)N2CCC(c3nc4ccccc4s3)CC2)cc1
(23) O=C(O)CSC(C(=O)Nc1ccc(Br)cc1)c1ccc(Cl)cc1 (stereo not drawn)
(24) CCc1nc2ccccc2nc1N1CCN(S(=O)(=O)c2ccccc2)CC1
(25) CCN(CC)c1ccc2c(C)c(Cl)c(=O)oc2c1

Assay by compound	21	22	23	24	25
D1 agonist	28	14	2	16	0
Vif-APOBEC3F blk	-5%	-2%	5%	6%	0%
D1 PAM	-3	-6	-8	-4	0
RXFP1 antag	-5	-10	-1	5	13
Vif-APOBEC3G blk	0%	3%	-17%	-4%	-3%
GRP78 ERSR act	1%	-3%	1%	0%	10%
D2 PAM	8	-3	0	9	8
D1 antagonist	-27	-3	-1	-25	1
RXFP1 ag	0.6%	2.8%	1.5%	15%	3.7%

(26) COc1ccc(CC(=O)NCCS(=O)(=O)N2CCN(c3ccccc3F)CC2)cc1OC
(27) O=C(c1cc(-c2ccc(Cl)c(Cl)c2)on1)N1CCCC1
(28) S=c1[nH]nc(Cn2nnc3ccccc32)n1-c1ccccc1
(29) CC(=O)N(C)c1ccc(NC(=O)c2cnn(C)c2)cc1

Assay by compound	26	27	28	29
D1 agonist	0	-1	2	5
Vif-APOBEC3F blk	0%	nt	0%	nt
D1 PAM	0	5	-2	0
RXFP1 antag	2	nt	-14	-8
Vif-APOBEC3G blk	3%	nt	2%	-1%
GRP78 ERSR act	-2%	nt	-6%	2%
D2 PAM	nt	4	-3	6
D1 antagonist	-8	6	-9	-11
RXFP1 ag	0.0%	0.9%	5.3%	3.1%

# 2 of these compounds in a different format.
entry | compound | D1 agonist | Vif-APOBEC3F blk | D1 PAM | RXFP1 antag | Vif-APOBEC3G blk | GRP78 ERSR act | D2 PAM | D1 antagonist | RXFP1 ag
28 | S=c1[nH]nc(Cn2nnc3ccccc32)n1-c1ccccc1 | 2 | 0% | -2 | -14 | 2% | -6% | -3 | -9 | 5.3%
29 | CC(=O)N(C)c1ccc(NC(=O)c2cnn(C)c2)cc1 | 5 | nt | 0 | -8 | -1% | 2% | 6 | -11 | 3.1%

# Some of the entries so far, with two lines to a compound:
# Under each structure: D1 agonist, Vif-APOBEC3F blk, D1 PAM, RXFP1 antag, Vif-APOBEC3G blk, GRP78 ERSR act, D2 PAM, D1 antagonist, RXFP1 ag
(5) COc1cccc(C(=O)NCc2ccccc2OC)c1
→ 1, 3%, -2, 1, -3%, -2%, 5, 18, 0.2%
(6) CCCCNS(=O)(=O)c1ccc(NS(=O)(=O)c2c(C)cc(C)cc2C)cc1
→ 4, -3%, 14, 1, -1%, -3%, -3, -1, 0.5%
(7) CCOc1cc(S(=O)(=O)N2CCC(Cc3ccccc3)CC2)c(OCC)cc1-n1cnnn1
→ 4, 1%, 0, -3, -1%, -3%, -15, 0, -0.7%
(8) Cc1ccccc1C1CCCN(Cc2nc(CC3CC3)no2)C1 (stereo not drawn)
→ 4, -15%, -1, -29, 6%, -3%, 4, 8, 14%
(9) COc1cccc(CN(C)CC2CCCN(CCc3ccccc3C)C2)c1 (stereo not drawn)
→ 4, 1%, -3, 3, 0%, -3%, -11, -63*, 0.0%
(10) CC1CC(Nc2cccc(O)c2)=CC(=O)O1 (stereo not drawn)
→ 4, -7%, -10, -15, -3%, -5%, 0, 0, 1.5%
(11) Cc1cc(N=Nc2ccc3ccccc3c2)ccc1O
→ 3, 1%, 0, -6, -8%, 2%, 3, 7, 6.0%
(12) CC(=O)Nc1ccc(C(=O)CSc2ncn(-c3ccccc3)n2)cc1
→ 2, -8%, -7, -10, -8%, 0%, -9, 2, 2.6%
(13) CCOc1ccc2[nH]c3c(N4CCN(c5ccccn5)CC4)ncnc3c2c1
→ -1, -2%, -6, -6, 0%, 2%, nt, 9, 3.3%
(14) COCCn1c(SCC(=O)Nc2ccc3c(c2)OCCO3)nc2ccccc2c1=O
→ nt, -4%, nt, 2, 0%, 2%, nt, nt, nt
(15) CCCc1ncc(CN2CCC(C(=O)Nc3cccc(-c4cscn4)c3)CC2)cn1
→ -1, -1%, -1, -19, 3%, -7%, -9, 22, -3.3%
(16) O=c1[nH][nH]c(-c2ccccc2)c1C=Nc1ccc(C(F)(F)F)cc1
→ 2, -4%, -2, 6, -5%, 1%, 1, -9, 0.9%
(17) O=c1[nH]c2c(n(C3CCCCC3)c1=O)CCC2
→ 0, 9%, -4, -3, -3%, -5%, 4, -10, -0.3%
(18) C=CCn1c(SCC(=O)NC(C)(C)C)nnc1-c1ccccc1O
→ 2, -5%, 0, 33, 0%, -3%, 1, -10, 1.3%
